RAD52 anneal inh = inhibitors of human RAD52 DNA annealing; 360,000 compounds, 0.46% hits; P43351; recombinant RAD52 DNA annealing, FRET fluorescence; inhibition, % at 18.7 µM; AID 651710;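 active means every replicate showing at least 50% inhibition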
RAD54 inh = blocks human RAD54 Holliday junction branch migration; Q92698; FAM/BHQ fluorescence; inhibition, % at 10.4 µM; 360,000 compounds, 0.14% hits; AID 602329;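 active means mean normalized replicate activity at least 40 and at least half of replicates scoring 40 or more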;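 further: 0% = median of neutral control wells and 100% = median of positive control wells; inhibitors cause a drop in the FAM fluorescence signal; in these data hits start at about 50%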
INS-1E GSIS act = GLuc luminescence reporter in INS-1E cells, primary screen for activators of glucose-dependent secretion of insulin; INS-1E GLuc reporter insulin secretion, 2-3 h; activation, % at 16.6 µM; 370,000 compounds, 0.61% hits;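 active means lowest replicate activation of at least 40%, so every replicate reaches that level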;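 further: 0% = median of neutral control wells and 100% = median of IBMX positive control wells; some compounds called inactive have numbers as strong as hits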
ARNT TACC3 PPI = disruptors of human ARNT/TACC3 interaction. Q9Y6A5. AlphaScreen His-ARNT PAS-B/GST-TACC3 binding, luminescence; TACC3 fragment carries E629A point mutation. inhibition, % at 9.99 µM. 390,000 compounds, 0.66% hits;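 active means mean inhibition of replicates at least 50% and at least half of replicates each reaching 50%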;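 further: 0% = complete ARNT plus TACC3 wells and 100% = ARNT alone without TACC3; many hits fall short of the cut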
ERAP1 inh = blocks human ERAP1 aminopeptidase activity | Q9NZ08 | recombinant ERAP1, Leu-AMC fluorescence, 60 min | inhibition, % at 10.7 µM | 340,000 compounds, 0.15% hits | AID 652197;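 active means mean replicate inhibition of at least 30%, or all replicates individually reaching that 30% level; inactive means mean below 30% and not every replicate reaching it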;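 further: 0% = neutral control wells and 100% = L-leucinethiol positive control wells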
Target sequence (Q9NZ08 whole entry, looked up): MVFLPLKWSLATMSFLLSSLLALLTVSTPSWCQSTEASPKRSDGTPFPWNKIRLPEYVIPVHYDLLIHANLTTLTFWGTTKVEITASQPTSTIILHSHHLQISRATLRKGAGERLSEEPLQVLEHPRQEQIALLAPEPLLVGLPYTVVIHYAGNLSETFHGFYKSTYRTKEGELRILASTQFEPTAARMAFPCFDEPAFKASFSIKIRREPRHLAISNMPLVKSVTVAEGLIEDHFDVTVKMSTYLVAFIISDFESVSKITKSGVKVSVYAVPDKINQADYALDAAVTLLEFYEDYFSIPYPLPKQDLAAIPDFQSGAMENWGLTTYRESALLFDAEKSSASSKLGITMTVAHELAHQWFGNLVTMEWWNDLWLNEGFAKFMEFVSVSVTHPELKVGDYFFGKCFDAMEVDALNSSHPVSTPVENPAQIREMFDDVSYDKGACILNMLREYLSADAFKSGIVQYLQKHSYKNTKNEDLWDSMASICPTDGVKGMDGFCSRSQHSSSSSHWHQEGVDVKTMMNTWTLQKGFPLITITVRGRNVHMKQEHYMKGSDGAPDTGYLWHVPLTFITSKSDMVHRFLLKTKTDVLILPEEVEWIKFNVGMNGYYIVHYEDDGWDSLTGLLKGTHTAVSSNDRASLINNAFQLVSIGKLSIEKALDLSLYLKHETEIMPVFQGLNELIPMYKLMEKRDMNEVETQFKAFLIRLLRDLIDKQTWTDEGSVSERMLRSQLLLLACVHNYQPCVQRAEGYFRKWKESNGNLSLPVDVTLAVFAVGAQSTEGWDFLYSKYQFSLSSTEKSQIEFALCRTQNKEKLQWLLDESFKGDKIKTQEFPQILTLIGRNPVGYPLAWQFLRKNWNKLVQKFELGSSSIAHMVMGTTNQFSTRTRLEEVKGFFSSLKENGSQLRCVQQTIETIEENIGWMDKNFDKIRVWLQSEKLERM
esBAF inh = blocks esBAF chromatin remodeling in mouse ES cells; 350,000 compounds, 2% hits; Bmi1-luciferase knock-in reporter, 24 h; 100% = twice the neutral-well signal; reporter increase, % at 12.5 µM; in the data active means activation above about 40%;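 further: 0% = median of the plate's neutral control wells and 100% = double that signal; a rise in the Bmi1 reporter signal indicates esBAF inhibition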
XiGFP reactiv = activators of X-chromosome reactivation in mouse fibroblasts; 360,000 compounds, 0.055% hits; XiGFP mouse fibroblasts, % GFP-positive cells imaging, 3 d; cells co-treated with 5-aza-dC sensitizer; scaled so ellipticine positive control = 100%; AID 743238; activation, % at 7.58 µM;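 active means mean normalized replicate activation at least 10% and every replicate at or above 10%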;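 further: 0% = median of on-plate neutral control wells and 100% = ellipticine 6 µM median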
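Assay system: SV40-immortalized XiGFP fibroblast cells, line 68-5-11; buffer or medium: DMEM plus 5-aza-dC sensitizer; compound: one concentration, pinned; timing: compounds 3 days, fix/stain 15 min at room temperature; benchmarks: positive control ellipticine, 6 µM final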
CFTR F508del cor = correctors of CFTR F508del function in bronchial epithelial cells | CFBE cells, YFP halide quenching; stimulated with forskolin plus potentiator P3; % fluorescence drop versus neutral controls | activity (quench increase), % at 7.58 µM | 350,000 compounds, 0.36% hits;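 active means mean added fluorescence quench of at least 8% versus neutral control, with both replicates also reaching 8%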;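 further: cells transiently co-express mutant CFTR-F508del with the halide-sensitive YFP; corrector assay measuring rescue of mutant channel to the surface after 24 h compound exposure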
An asterisk follows results filed as active; / = not tested or not shown.

| item | SMILES | RAD54 inh | ARNT TACC3 PPI | RAD52 anneal inh | esBAF inh | XiGFP reactiv | ERAP1 inh | INS-1E GSIS act | CFTR F508del cor |
| --- | --- | --- | --- | --- | --- | --- | --- | --- | --- |
| 1 | CCCN(CC(=O)Nc1ccccc1OC)C(=O)c1cccc(S(=O)(=O)NCc2ccccc2)c1 | / | / | 3 | / | 0.1 | -3 | -38 | -1.0 |
| 2 | CN(C)N=Nc1ccc2nc[nH]c2c1 | / | 16 | 0 | / | 0.0 | 7 | / | 0.7 |
| 3 | CC1=C(C(=O)N2CCCC(N3CCN(c4cccc(C(F)(F)F)c4)CC3)C2)OCCO1 (stereo not given) | 10 | 3 | -27 | -5 | 0.1 | -1 | -8 | -2.0 |
| 4 | N#CC1(C#N)C(c2ccccc2)OC23CCCCCC2C1(C#N)C(=N)O3 (stereo not given) | -9 | 0 | / | -7 | 0.0 | / | -11 | / |
| 5 | CC(=O)Nc1cccc(Oc2ccc3c(c2)C(=O)NC3=O)c1 | 0 | 2 | -4 | 19 | -0.1 | 0 | 4 | 3.1 |
| 6 | O=C(COC(=O)c1cc(S(=O)(=O)N2CCOCC2)ccc1Cl)Nc1ccccc1Cl | -1 | 0 | -15 | 3 | 0.0 | -2 | -19 | 4.9 |
| 7 | CC(=O)N1CCN(C(=S)Nc2ccc(Oc3ccccc3)cc2)CC1 | -5 | 0 | -8 | -5 | 0.0 | 2 | -6 | 0.1 |
| 8 | O=C(C[C@@H]1C[C@H]2c3cc(NC(=O)CC4CC4)ccc3O[C@H]2[C@@H](CO)O1)NCCN1CCCCC1 | -1 | 0 | 12 | 6 | 0.2 | 9 | -15 | -1.6 |
| 9 | O=C(CN(c1ccc(F)cc1)S(=O)(=O)c1ccccc1)NCCSC1CCCCC1 | -1 | -6 | 3 | 0 | 0.0 | 2 | 6 | -0.2 |
| 10 | Cc1ccc(NC(=O)CCC(=O)NNS(=O)(=O)c2ccccc2)c(C)c1 | 3 | -16 | / | -6 | / | / | -5 | / |
| 11 | CC(C)(C)OC(=O)N1CCC(Cc2cc(-c3ccc(Cl)cc3)no2)(C(=O)O)CC1 | 4 | -2 | 3 | -1 | 0.0 | 3 | 6 | 1.0 |
| 12 | CC1=NN(C(=O)c2ccccc2-n2cccc2)C(O)(C(F)(F)F)C1 (stereo not given) | 3 | -3 | -2 | 0 | -0.4 | -1 | 0 | / |
| 13 | CN(c1ccccc1)c1nccc(=O)[nH]1 | -13 | 2 | -10 | -7 | 0.1 | / | 11 | -2.2 |
| 14 | Nc1ccc2c(c1)nc(Cc1ccccc1)n2CCO | 7 | -4 | -10 | -5 | 0.1 | -3 | -2 | 0.5 |
| 15 | CCOC(=O)N1CCC(NC(=O)C2CCCN(S(=O)(=O)c3ccc4c(c3)oc(=O)n4C)C2)CC1 (stereo not given) | -3 | -5 | 5 | -4 | / | 2 | 6 | 0.9 |
| 16 | COCCNC(=O)[C@@H]1[C@@H](CO)[C@@H]2Cn3c(ccc(-c4ccccc4)c3=O)[C@H]1N2C(=O)NC(C)C | -13 | -5 | -7 | 3 | -0.2 | -1 | 14 | 1.9 |
| 17 | CC(C)Oc1ccc(S(=O)(=O)N2CCOCC2)cc1NC(=O)CCCSc1ccccc1 | -11 | -25 | -3 | -3 | 0.2 | 0 | -16 | 8.4* |
| 18 | C[C@@H]1CN([C@H](C)CO)C(=O)c2cc(NC(=O)c3ccccc3)ccc2O[C@@H](C)CCCCO[C@@H]1CN(C)C(=O)CCCN(C)C | 9 | 2 | 8 | -3 | -1.1 | -1 | 10 | -2.0 |
| 19 | O=C(NCc1ccco1)c1ccc(N2CCOCC2)c([N+](=O)[O-])c1 | / | 2 | 0 | / | 0.1 | -1 | 17 | -0.8 |
| 20 | COc1ccc2c(c1)[C@H]1[C@H](CO2)[C@H](c2ccccc2)[C@]2(C)C(=O)N(CC3CCCO3)CC(=O)N12 (stereo not given in full) | -21 | 6 | -13 | -7 | -0.3 | 0 | / | -0.2 |
| 21 | COc1ccc(CNCc2ccccc2C(F)(F)F)cc1 | 5 | -10 | -5 | 8 | 0.0 | 0 | 4 | 2.4 |
| 22 | CC1CCCCN1C(=O)C1CCN(S(=O)(=O)c2ccc(-n3cnnn3)cc2)CC1 (stereo not given) | -7 | -9 | -5 | -1 | / | -1 | -3 | 1.0 |
| 23 | C/C(=N\NC(=O)c1cc(-c2cccnc2)nc2ccccc12)c1ccccc1O | 1 | -1 | -18 | / | 0.2 | 3 | 9 | 6.4 |
| 24 | COC(=O)c1ccc(C(=O)OC)c(NC(=S)N2CCC(C(N)=O)CC2)c1 | -10 | -6 | -11 | -4 | -0.2 | 2 | -5 | -3.3 |
| 25 | CC(=O)c1cccc(NS(C)(=O)=O)c1 | / | -4 | -8 | / | 0.4 | -3 | 2 | -1.9 |
| 26 | C=CCN1C(=O)C(=O)N(CC(=O)c2ccc3c(c2)CCCC3)C1=O | -2 | / | -14 | 11 | 0.1 | -1 | -3 | -0.3 |
| 27 | O=c1ccc(-c2ccc(S(=O)(=O)Nc3ccc(F)cc3)o2)n[nH]1 | -24 | -21 | -11 | -3 | 0.0 | 3 | 16 | 2.9 |
| 28 | CC(=O)OCC1(O)CC23CCC4c5ccoc5CCC4(C)C2CCC1C3 (stereo not given) | 2 | 1 | -16 | -3 | 0.3 | -4 | / | -1.1 |
| 29 | CC(C)Cc1nn2c(=O)cc(COc3ccc(NC(=O)c4ccco4)cc3)nc2s1 | 8 | -3 | -16 | 5 | 0.0 | 0 | 47* | -2.7 |
| 30 | CCCC(=O)NC(C)c1nc(-c2ccc(C)cc2)no1 (stereo not given) | 3 | -2 | / | 3 | 0.0 | / | 10 | -1.7 |
| 31 | O=C(NCCc1ccccc1)C1CCC(CNc2nc(=S)[nH]c3ccccc23)CC1 (stereo not given) | 7 | 5 | -8 | 10 | 0.0 | 3 | / | -1.4 |
| 32 | CN1[C@@H]2c3ccc(-c4cccc(F)c4)c(=O)n3C[C@H]1[C@H](CO)[C@H]2C(=O)Nc1nccs1 | -1 | -2 | 3 | 3 | 0.2 | 3 | 12 | / |
| 33 | CCOc1ccccc1-c1nnc(CS(=O)(=O)c2ccccc2)o1 | -6 | -5 | 2 | 13 | -0.1 | 0 | 3 | 1.9 |
| 34 | Cc1cccc(C)c1NC(=O)C1c2cccc[n+]2CC(=O)N1Cc1cccs1 (stereo not given) | 2 | 2 | -11 | -5 | 0.0 | 0 | 2 | / |
| 35 | OC[C@@H]1[C@@H](c2ccc(-c3cccnc3)cc2)[C@H]2CN(CC3CC3)CCCCN12 | -1 | 5 | 7 | -6 | 0.1 | 16 | 14 | 0.4 |
| 36 | COc1ccc(-c2csc(C)n2)cc1Br | 3 | 0 | 2 | 32 | 0.0 | 1 | 7 | 0.9 |
| 37 | COc1cccc(NC(=O)C2CCCN(S(=O)(=O)c3cccc4cccnc34)C2)c1 (stereo not given) | 3 | / | -22 | 4 | 0.3 | 0 | 4 | -2.5 |
| 38 | CC1CCC(NC(=O)c2ccc(NC3=NC4CS(=O)(=O)CC4S3)cc2)CC1 (stereo not given) | -1 | 10 | -6 | 0 | 0.0 | 0 | -10 | 0.7 |
| 39 | CCOC(=O)CC1C(=O)NCCN1C(=O)c1cccc(OC)c1 (stereo not given) | -4 | -24 | -13 | -5 | 0.0 | -2 | -6 | 0.8 |
| 40 | Cc1cc(C)cc(NC(=O)c2cc3c(=O)n4ccccc4nc3s2)c1 | -3 | -7 | -6 | 5 | 0.1 | 1 | -5 | -2.9 |
| 41 | CO[C@@H]1CN(C)C(=O)c2ccc(NC(=O)C3CCOCC3)cc2OC[C@@H](C)N(S(=O)(=O)c2ccc(C)cc2)C[C@H]1C | -7 | -6 | -3 | 0 | 0.6 | 4 | -26 | 0.5 |
| 42 | C[C@H](CO)N1C[C@H](C)[C@H](CN(C)C(=O)Nc2cccc3ccccc23)Oc2ccc(NS(=O)(=O)c3cccs3)cc2C1=O | 17 | 2 | -11 | 0 | -0.8 | -1 | -13 | -1.9 |
| 43 | CC(C)Cn1c(SCC(=O)N2CC(=O)Nc3ccccc32)nc2ccccc21 | / | -9 | / | 11 | -0.1 | / | 25 | / |
| 44 | N/C(=N\OC(=O)CSc1ccccc1)c1ccccn1 | -8 | / | -6 | 31 | -0.1 | 2 | 10 | -0.9 |
| 45 | C[C@@H]1CN([C@@H](C)CO)C(=O)c2cccc(NS(=O)(=O)c3cn(C)cn3)c2O[C@H]1CN(C)Cc1ccc(C(F)(F)F)cc1 | -2 | -6 | 3 | -5 | 0.1 | 2 | 0 | 0.7 |
| 46 | O=C(c1cccc(F)c1)N1C[C@H]2[C@@H](c3ccccc31)[C@H](CO)N2C(=O)c1ccccn1 | 10 | 3 | -1 | -2 | 0.0 | 0 | -2 | 0.4 |
| 47 | O=C(NNC(=O)C1CC1)c1cc(=O)[nH]c2ccccc12 | 3 | -2 | -3 | -5 | 0.0 | 1 | 12 | 0.4 |
| 48 | CCCCNC(=O)C1(C)CCC(=O)N1CCc1c[nH]c2ccccc12 (stereo not given) | 4 | / | 0 | -5 | 0.1 | 7 | 7 | -4.3 |
| 49 | CC1(C(=O)NCc2ccccc2)CSCC(=O)N1CC(F)(F)F (stereo not given) | / | / | -2 | / | 0.0 | 0 | 14 | 2.6 |
| 50 | CC(=O)c1c(C)[nH]c(C(=O)Nc2cccc(S(=O)(=O)N(C)C)c2)c1C | / | 10 | -12 | 20 | 0.0 | -10 | -9 | / |

Compounds from the list above that have an NH in an aromatic ring, in the order listed:
| item | SMILES | RAD54 inh | ARNT TACC3 PPI | RAD52 anneal inh | esBAF inh | XiGFP reactiv | ERAP1 inh | INS-1E GSIS act | CFTR F508del cor |
| --- | --- | --- | --- | --- | --- | --- | --- | --- | --- |
| 2 | CN(C)N=Nc1ccc2nc[nH]c2c1 | / | 16 | 0 | / | 0.0 | 7 | / | 0.7 |
| 13 | CN(c1ccccc1)c1nccc(=O)[nH]1 | -13 | 2 | -10 | -7 | 0.1 | / | 11 | -2.2 |
| 27 | O=c1ccc(-c2ccc(S(=O)(=O)Nc3ccc(F)cc3)o2)n[nH]1 | -24 | -21 | -11 | -3 | 0.0 | 3 | 16 | 2.9 |
| 31 | O=C(NCCc1ccccc1)C1CCC(CNc2nc(=S)[nH]c3ccccc23)CC1 (stereo not given) | 7 | 5 | -8 | 10 | 0.0 | 3 | / | -1.4 |
| 47 | O=C(NNC(=O)C1CC1)c1cc(=O)[nH]c2ccccc12 | 3 | -2 | -3 | -5 | 0.0 | 1 | 12 | 0.4 |
| 48 | CCCCNC(=O)C1(C)CCC(=O)N1CCc1c[nH]c2ccccc12 (stereo not given) | 4 | / | 0 | -5 | 0.1 | 7 | 7 | -4.3 |
| 50 | CC(=O)c1c(C)[nH]c(C(=O)Nc2cccc(S(=O)(=O)N(C)C)c2)c1C | / | 10 | -12 | 20 | 0.0 | -10 | -9 | / |

Hits appear at their usual frequency; overall some 3.3% were active at least once.
